# TLR9-MyD88 block: inhibitors of TLR9-MyD88 association in cells, primary screen, cell-based, CHO, BLA complementation, fluorescence; Toll-like receptor 9 (Homo sapiens) + Myeloid differentiation primary response protein …; CCF4 FRET ratio; inhibition, % at 4.98 µM; actives 0.21% (n = 340,000); AID 504734, 2011;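 active = inhibition above the mean over all tested compounds plus 3 SD, cut at about 21% in these data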;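 also: 0% = DMSO only wells and 100% = clavulanate BLA inhibitor control wells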
# Target sequence (Q99836 whole entry, looked up): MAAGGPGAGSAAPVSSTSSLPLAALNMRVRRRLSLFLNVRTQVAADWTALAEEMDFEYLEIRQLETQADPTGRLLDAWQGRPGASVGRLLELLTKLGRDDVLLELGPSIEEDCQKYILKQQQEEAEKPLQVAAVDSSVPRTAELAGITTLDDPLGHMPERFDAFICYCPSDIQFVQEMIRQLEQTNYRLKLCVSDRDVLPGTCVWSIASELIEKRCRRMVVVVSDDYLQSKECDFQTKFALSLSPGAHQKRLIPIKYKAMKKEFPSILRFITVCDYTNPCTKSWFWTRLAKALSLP
# Target sequence (Q9NR96 whole entry, looked up): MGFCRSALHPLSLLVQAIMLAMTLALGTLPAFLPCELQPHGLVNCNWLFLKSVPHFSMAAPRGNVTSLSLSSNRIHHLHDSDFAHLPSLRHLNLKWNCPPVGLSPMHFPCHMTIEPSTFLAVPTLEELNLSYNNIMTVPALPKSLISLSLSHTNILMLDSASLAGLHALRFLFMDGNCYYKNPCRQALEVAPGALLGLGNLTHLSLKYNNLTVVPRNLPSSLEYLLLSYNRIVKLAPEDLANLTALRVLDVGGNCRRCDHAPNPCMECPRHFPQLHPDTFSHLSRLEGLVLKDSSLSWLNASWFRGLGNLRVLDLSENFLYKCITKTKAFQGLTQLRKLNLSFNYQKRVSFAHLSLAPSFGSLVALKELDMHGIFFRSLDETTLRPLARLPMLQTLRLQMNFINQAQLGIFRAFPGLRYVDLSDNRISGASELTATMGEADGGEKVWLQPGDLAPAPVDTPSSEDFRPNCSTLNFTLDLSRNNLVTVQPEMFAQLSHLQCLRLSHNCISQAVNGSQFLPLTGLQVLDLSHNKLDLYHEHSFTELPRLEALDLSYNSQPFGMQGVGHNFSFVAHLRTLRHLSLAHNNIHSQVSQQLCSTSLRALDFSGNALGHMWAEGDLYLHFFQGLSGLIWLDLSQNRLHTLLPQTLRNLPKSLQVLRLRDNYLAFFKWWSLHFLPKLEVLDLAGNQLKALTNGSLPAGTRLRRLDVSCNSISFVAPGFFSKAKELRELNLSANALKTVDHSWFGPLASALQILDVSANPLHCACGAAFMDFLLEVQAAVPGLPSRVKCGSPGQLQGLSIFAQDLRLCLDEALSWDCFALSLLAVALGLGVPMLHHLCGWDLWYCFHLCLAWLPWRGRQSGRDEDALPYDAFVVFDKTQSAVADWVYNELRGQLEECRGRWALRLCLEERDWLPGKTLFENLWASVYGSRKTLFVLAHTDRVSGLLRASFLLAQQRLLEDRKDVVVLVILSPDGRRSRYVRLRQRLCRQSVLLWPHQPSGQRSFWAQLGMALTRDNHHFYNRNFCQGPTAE
# SRC3 inh: SRC3 coactivator transcriptional activity inhibitors, primary screen, cell-based, luminescence; Nuclear receptor coactivator 3 (Homo sapiens), Q9Y6Q9; HEK293 GAL4-SRC3 luciferase reporter; inhibition, % at 3.6 µM; actives 0.17% (n = 360,000);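 active = inhibition above a per-campaign cutoff, the mean of all compounds plus 3 SD, cut at about 60% in these data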;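 also: 0% = DMSO-treated cells and 100% = gossypol-treated cells at 36 µM; higher means less SRC3-driven luciferase light from the GAL4 reporter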
# TROY NFkB inh: inhibitors of TROY-driven NF-kB signaling, primary screen, Q293 LMP1-TROYcd cells, NF-kB luciferase, uHTS; Q293 LMP1-TROYcd NF-kB luciferase reporter, 4 h; inhibition, % at 10 µM; actives 0.98% (n = 360,000);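 active = compounds whose plate-normalised and pattern-corrected inhibition of the luciferase reporter signal at the single screening dose is 50% or more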
# LMP1 NFkB inh: EBV LMP1-driven NF-kappaB luciferase reporter inhibitors, primary screen, cell-based, luminescence, single point. LMP1-induced NF-kappaB luciferase reporter cells. actives 0.69% (n = 350,000). AID 504558, 2011. inhibition, % at 12.5 µM; in the data active = inhibition above about 41%;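 also: 0% = neutral control wells and 100% = reference inhibitor control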
# C8 TRAIL sens: viability loss with TRAIL in NB7+C8 cells, primary screen, TRAIL sensitizer project, cell-based, ATPlite luminescence | inhibition (viability loss, TRAIL sensitization), % at 10 µM | AID 624354, 2012 | actives 1% (n = 360,000);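 active = compounds causing at least 50% loss of cell viability in the single-dose screen, relative to plate controls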
# NR5A2 inv ag: LRH-1 (NR5A2) inverse agonists, primary screen, cell-based, luminescence, HEK293T, StAR-luciferase reporter. Nuclear receptor subfamily 5 group A member 2 (Homo sapiens), O00482. actives 0.13% (n = 360,000). LRH-1 transfected, 24 h. inhibition, % at 3.6 µM. AID 602396, 2012;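 active = inhibition above the mean inhibition of all tested compounds plus 3 SD, cut at about 73% in these data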;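 also: 0% = DMSO wells and 100% = reporter-only cells lacking LRH-1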
# NOD2-RIPK2 inh: NOD2-RIPK2 binding disruptors in cells, primary screen, fluorescence, CHO cells, BLA complementation; CCF4 ratio; inhibition, % at 4.98 µM; actives 0.38% (n = 360,000); in the data active = inhibition above about 21%;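 also: 0% = vehicle only and 100% = reference blocker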
# SRC1 inh: SRC1 coactivator transcriptional activity inhibitors, primary screen, cell-based, luminescence. Nuclear receptor coactivator 1 (Homo sapiens), Q15788. HEK293 GAL4-SRC1 luciferase reporter. inhibition, % at 3.6 µM. actives 0.12% (n = 360,000). AID 588354, 2011;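 active = inhibition above the campaign mean plus 3 SD, with each screening campaign given its own cutoff, cut at about 60% in these data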;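 also: 0% = DMSO treated cells and 100% = gossypol at 36 µM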
# NCOA2 inhibitor: inhibition of GAL4-SRC2 driven luciferase reporter, primary screen, SRC2 inhibitor project, cell-based, luminescence | Nuclear receptor coactivator 2 (Homo sapiens), Q15596 | actives 0.17% (n = 370,000) | inhibition, % at 9 µM | HEK293 GAL4-SRC2 luciferase reporter | AID 651957, 2012;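 active = inhibition above the mean inhibition of all tested compounds plus 3 SD, set per campaign, cut at about 52% in these data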;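 also: 0% = DMSO treated cells and 100% = cells given Gossypol at 36 µM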
# NR2F2 inh: NR2F2 transcriptional activity inhibitors, primary screen, cell-based, luciferase reporter, HEK293T, luminescence; COUP transcription factor 2 (Homo sapiens), P24468; HEK293T NGFI-A luciferase reporter; inhibition, % at 8.6 µM; actives 0.7% (n = 370,000);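 active = inhibition above a per-plate cutoff, mean inhibition of test wells between control levels plus 3 SD, cut at about 38% in these data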;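 also: cells cotransfected with COUP-TFII expression vector driving the NGFI-A reporter; 0% = median of COUP-TF2 test wells and 100% = reporter-only cells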
# TWEAK-Fn14 inh: inhibitors of TWEAK-Fn14 signaling, primary screen, luciferase reporter cells, uHTS | TWEAK-stimulated Fn14 reporter cells, luciferase luminescence, 8 h | inhibition, % at 10 µM | actives 2% (n = 360,000) | AID 1159606, 2016; in the data active = inhibition above about 50%
# Starred values were filed as active, the others as inactive. This is a subset; count on the stated rates, not on these rows.
SMILES | TLR9-MyD88 block | SRC3 inh | TROY NFkB inh | LMP1 NFkB inh | C8 TRAIL sens | NR5A2 inv ag | NOD2-RIPK2 inh | SRC1 inh | NCOA2 inhibitor | NR2F2 inh | TWEAK-Fn14 inh
CN(C)C(=O)CCc1ccc2c3c([nH]c2c1)[C@]1(C)[C@@H](C(=O)N2CCCCC2)C[C@H](CC(=O)NCc2ccco2)C(=O)N1CC3 | -0.1 | -22.3 | 1.7 | 1.1 | -24.0 | 9.9 | -13.1 | -1.9 | -3.6 | -10.6 | -6.1
Cc1cc(C)c2cc(C#N)c(NCCCNC(=O)c3ccncc3)nc2c1 | -2.6 | -0.5 | 0.1 | -2.7 | 11.5 | 1.5 | -2.0 | 3.8 | 6.4 | -11.6 | 23.4
O=C1C2(CCC13COC(c1ccc(O)cc1)OC3)COC(c1ccc(O)cc1)OC2 (stereo unspecified) | -8.4 | 2.2 | -1.6 | 2.8 | 10.2 | -3.8 | -3.5 | 7.2 | 5.9 | 4.3 | 0.4
COc1ccc(OCc2nnc(SCC(=O)NC3CC4CCC3C4)o2)cc1 (stereo unspecified) | 0.9 | 4.2 | -37.1 | -7.2 | 2.2 | -6.6 | 0.5 | -12.7 | -18.1 | 15.4 | 24.3
CC1=C(C(N)=O)C(c2ccccc2)n2nc(-c3cccs3)nc2N1 (stereo unspecified) | -10.6 | 15.6 | -8.8 | 4.1 | -15.7 | 13.8 | -5.0 | 4.4 | -17.4 | 6.7 | 22.1
S=C(NCc1ccco1)N/N=C/c1ccc(Cl)cc1 | -16.3 | 2.6 | -23.4 | 7.8 | -13.2 | -2.4 | -3.0 | 9.2 | -14.0 | 5.4 | -9.0
CCOC(=O)C1=C(C)N=C2SC(C)C(=O)N2C1c1ccc(C(=O)OC)cc1 (stereo unspecified) | -1.3 | 0.3 | 3.1 | -0.9 | -9.0 | -10.6 | 4.9 | -21.6 | -18.4 | 5.0 | 3.0
CCN1CCC[C@H]1CNCCCn1cnc2c(SC)ncnc21 | 4.7 | -9.4 | 0.6 | -1.2 | 8.2 | -21.4 | -3.0 | -14.3 | 21.1 | 4.8 | -12.0
COc1ccc(Br)cc1S(=O)(=O)NCCN1CCOCC1 | -4.4 | -2.4 | -14.9 | 1.5 | -7.4 | -0.9 | 0.6 | -26.4 | 8.9 | 5.8 | -5.9
COc1cccc(CN2C(=O)[C@H]3Cc4c([nH]c5ccccc45)C(C)(C)N3C2=O)c1 | -5.5 | 9.7 | 44.6 | -10.2 | 3.8 | 18.9 | -0.3 | -3.3 | 1.6 | 15.5 | 41.2
O=C(CSc1nc2ccccc2c(=O)n1CCCN1CCOCC1)NC12CC3CC(CC(C3)C1)C2 | 0.0 | 6.8 | -9.2 | -7.9 | 1.1 | 20.2 | 4.2 | -5.1 | -12.2 | -3.8 | 3.0
COc1ccc(CNS(=O)(=O)CCNC(=O)c2ccc(OC)cc2)cc1 | 5.1 | -17.9 | 3.1 | -5.8 | 8.6 | -4.9 | -0.6 | 14.6 | 12.1 | -18.5 | -11.3
O=c1cc(CO)oc(CN2CCN(CCO)CC2)c1O | 2.4 | 0.9 | 9.2 | 0.7 | -2.6 | 11.7 | 3.6 | -2.3 | -34.6 | 3.5 | -11.5
CC(=O)NC1=NC(=O)/C(=C/N2CCOCC2)S1 | -3.9 | 0.8 | -8.8 | -7.0 | -17.0 | 8.7 | -2.9 | -6.0 | -25.2 | -0.3 | 10.7
COc1ccc(Cc2nnc(SCC(=O)Nc3ccccc3C#N)o2)cc1 | -4.9 | 18.2 | 9.5 | 0.7 | 5.0 | 23.9 | -7.4 | 0.3 | -23.9 | 24.6 | -22.2
Fc1cc(F)cc(NC(=S)Nc2ccccc2N2CCOCC2)c1 | -6.8 | 13.9 | -3.1 | 0.8 | 1.6 | 0.2 | -10.8 | 5.0 | -10.0 | 0.3 | 4.7
COC(=O)c1[nH]c2ccccc2c1NC(=O)c1c(F)cccc1F | 9.6 | 5.9 | -1.2 | 8.3 | -2.0 | -15.5 | -6.4 | -6.7 | 0.3 | -11.0 | -2.3
CCOc1cc(/C=N/NC(=O)c2c(C)nc3ccc(Cl)cn23)ccc1O | -2.5 | 0.9 | 9.3 | -8.3 | -7.7 | 31.5 | -3.4 | 0.1 | 8.2 | -8.9 | 7.6
COCCNC(=O)[C@@H]1CCCN1S(=O)(=O)c1cccc2cccnc12 | 1.0 | 0.0 | 10.4 | 5.2 | -15.5 | 1.7 | -4.6 | -9.6 | 3.1 | -0.8 | 16.8
O=C(NC(=S)Nc1nc(-c2ccccc2)cs1)c1cccnc1 | -2.6 | 9.5 | 8.1 | -14.5 | -7.2 | -13.4 | -4.4 | 4.0 | -5.5 | -27.7 | 24.8
Cc1ccc(OCc2cc(C(=O)NC(C)Cc3cnccn3)no2)cc1C (stereo unspecified) | -12.1 | -6.5 | -6.6 | -1.6 | 6.6 | 0.3 | -4.2 | -3.3 | -8.9 | -4.4 | 6.4

# Part of the list above, with values under each structure:
# Each structure is followed by: TLR9-MyD88 block | SRC3 inh | TROY NFkB inh | LMP1 NFkB inh | C8 TRAIL sens | NR5A2 inv ag | NOD2-RIPK2 inh | SRC1 inh | NCOA2 inhibitor | NR2F2 inh | TWEAK-Fn14 inh
CN(C)C(=O)CCc1ccc2c3c([nH]c2c1)[C@]1(C)[C@@H](C(=O)N2CCCCC2)C[C@H](CC(=O)NCc2ccco2)C(=O)N1CC3
  -0.1 | -22.3 | 1.7 | 1.1 | -24.0 | 9.9 | -13.1 | -1.9 | -3.6 | -10.6 | -6.1
Cc1cc(C)c2cc(C#N)c(NCCCNC(=O)c3ccncc3)nc2c1
  -2.6 | -0.5 | 0.1 | -2.7 | 11.5 | 1.5 | -2.0 | 3.8 | 6.4 | -11.6 | 23.4
O=C1C2(CCC13COC(c1ccc(O)cc1)OC3)COC(c1ccc(O)cc1)OC2 (stereo unspecified)
  -8.4 | 2.2 | -1.6 | 2.8 | 10.2 | -3.8 | -3.5 | 7.2 | 5.9 | 4.3 | 0.4
COc1ccc(OCc2nnc(SCC(=O)NC3CC4CCC3C4)o2)cc1 (stereo unspecified)
  0.9 | 4.2 | -37.1 | -7.2 | 2.2 | -6.6 | 0.5 | -12.7 | -18.1 | 15.4 | 24.3
CC1=C(C(N)=O)C(c2ccccc2)n2nc(-c3cccs3)nc2N1 (stereo unspecified)
  -10.6 | 15.6 | -8.8 | 4.1 | -15.7 | 13.8 | -5.0 | 4.4 | -17.4 | 6.7 | 22.1
S=C(NCc1ccco1)N/N=C/c1ccc(Cl)cc1
  -16.3 | 2.6 | -23.4 | 7.8 | -13.2 | -2.4 | -3.0 | 9.2 | -14.0 | 5.4 | -9.0
CCOC(=O)C1=C(C)N=C2SC(C)C(=O)N2C1c1ccc(C(=O)OC)cc1 (stereo unspecified)
  -1.3 | 0.3 | 3.1 | -0.9 | -9.0 | -10.6 | 4.9 | -21.6 | -18.4 | 5.0 | 3.0
CCN1CCC[C@H]1CNCCCn1cnc2c(SC)ncnc21
  4.7 | -9.4 | 0.6 | -1.2 | 8.2 | -21.4 | -3.0 | -14.3 | 21.1 | 4.8 | -12.0

# Screening results as filed in PubChem.
